CRFBP-R2 block – antagonists of CRF-binding protein/CRF-R2 receptor complex | inhibition, % at 11.8 µM | actives 0.59% (n = 350,000) | HEK293 CRF-R2/CRF-BP, CRF-induced calcium fluorescence | AID 588475;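 active means inhibition of the ligand-induced calcium signal above about 50% at the single tested concentration, limit read from the data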
pCIP destab – p/CIP protein destabilization; Q05BA5; F442A p/CIP-EGFP cells, EGFP fluorescence, 16 h; AID 1984; actives 0.01% (n = 290,000); decrease of EGFP signal, % at 10 µM;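 active means EGFP signal decrease of at least 30% at 10 µM or well 3 SD below plate mean, unless failing retest; inactive means the rest, including hits failing retest or dose response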; further: some compounds called inactive have numbers as strong as hits; many of its hits are not listed in these tables
CHRM4 PAM – positive allosteric modulators of human muscarinic M4 receptor | activation, % at 3 µM | actives 0.4% (n = 360,000) | CHO-K1 hM4/Gqi5, Fluo-8 calcium fluorescence, ACh EC20; 0% = ACh EC20, 100% = maximal ACh | AID 624126 | P08173;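 active means activation above its plate's cutoff, the mean activation of sample wells plus 3 SD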; further: some results filed as inactive read as strong as hits
IDE cell activ – boosts human insulin-degrading enzyme activity in HEK cells; P14735; FAbeta-B cleavage, fluorescence polarization; 0% vehicle, 100% cell-free pure enzyme wells; activation, % at 5.96 µM; actives 0.073% (n = 340,000);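 active means activation above the mean of all tested compounds plus 3 SD, set per screening campaign, cut at about 17% in these data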
PHOSPHO1 inh – PHOSPHO1 (human) inhibition | Q8TCT1 | inhibition, % at 13.3 µM | recombinant PHOSPHO1, absorbance phosphatase assay | actives 1.1% (n = 290,000); in the data active means inhibition above about 60%
IDE inh – inhibitors of human insulin-degrading enzyme in cells | P14735 | HEK cells, FAbetaB cleavage, fluorescence polarization | inhibition, % at 5.59 µM | actives 0.41% (n = 320,000) | AID 434962;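 active means percent inhibition above the average of all tested compounds plus 3 SD, set per screening campaign, cut at about 16% in these data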;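 further: IDE supplied by intact live HEK cells; FP after avidin binding of uncleaved biotin substrate so inhibition keeps polarization high; 0% = DMSO wells and 100% = 60 µM reference IDE inhibitor Ii1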
GalR3 antag – antagonists of human GalR3. HEK293 GalR3-CNG cAMP membrane potential fluorescence; galR3 body fused to GalR1 C-terminus. O60755. actives 0.44% (n = 360,000). inhibition, % at 3 µM;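 active means inhibition above the screen-wide average plus 3 SD, cut at about 13% in these data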;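 further: forskolin and galanin both at EC90 stimulate the cells; cAMP rise reported by CNG channel membrane potential dye signal; 0% = forskolin plus galanin with DMSO and 100% = forskolin alone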
Target sequence (O60755 1-299 limits assumed): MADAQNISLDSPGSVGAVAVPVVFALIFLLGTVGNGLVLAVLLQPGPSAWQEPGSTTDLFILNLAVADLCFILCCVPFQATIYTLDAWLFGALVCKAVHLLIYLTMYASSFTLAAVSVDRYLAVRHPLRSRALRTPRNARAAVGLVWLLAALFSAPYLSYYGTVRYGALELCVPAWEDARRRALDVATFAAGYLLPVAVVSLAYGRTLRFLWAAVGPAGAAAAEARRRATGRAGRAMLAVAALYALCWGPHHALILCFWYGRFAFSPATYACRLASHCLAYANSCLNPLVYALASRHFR
MEKK3 PB1 HTS – MEKK3-MEK5 PB1 interaction, increase or decrease; Q99759; bead-based flow cytometry, Alexa488-MEK5 binding to MEKK3; actives lie on both sides; 0 = blocked by unlabeled MEK5, 100 = vehicle; binding response (% of control), % at 10 µM; actives 1.4% (n = 290,000);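 active means binding response more than 3 SD above or below the average of its plate-row segment, actives on both sides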;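 further: Alexa488 bead fluorescence after subtracting the streptavidin-only scavenger bead signal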
Target sequence (Q99759 whole entry, looked up): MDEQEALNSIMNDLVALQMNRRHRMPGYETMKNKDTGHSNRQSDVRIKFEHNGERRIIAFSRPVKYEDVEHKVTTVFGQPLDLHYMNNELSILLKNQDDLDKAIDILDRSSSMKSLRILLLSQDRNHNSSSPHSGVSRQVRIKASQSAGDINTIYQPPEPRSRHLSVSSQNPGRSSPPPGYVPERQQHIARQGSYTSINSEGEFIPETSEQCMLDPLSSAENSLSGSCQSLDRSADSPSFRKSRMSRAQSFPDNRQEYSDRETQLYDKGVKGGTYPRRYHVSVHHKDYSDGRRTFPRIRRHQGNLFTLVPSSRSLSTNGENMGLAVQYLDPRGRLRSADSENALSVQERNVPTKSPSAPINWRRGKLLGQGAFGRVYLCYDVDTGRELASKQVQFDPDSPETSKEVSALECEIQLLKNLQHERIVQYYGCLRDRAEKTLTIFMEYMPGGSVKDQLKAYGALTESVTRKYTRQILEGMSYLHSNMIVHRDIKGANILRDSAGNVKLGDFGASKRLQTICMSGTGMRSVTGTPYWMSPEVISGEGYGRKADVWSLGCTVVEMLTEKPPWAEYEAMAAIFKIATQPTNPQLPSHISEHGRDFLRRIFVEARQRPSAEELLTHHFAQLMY
CRFR2-BP ag – CRF-BP/CRF-R2 complex agonism; actives 0.46% (n = 350,000); HEK293 CRF-R2/CRF-BP, calcium dye fluorescence (FLIPR); percent of saturating CRF peptide response; activation, % at 13.2 µM;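 active means activation of at least 50%, plus an integration ratio under a set limit after plate pattern correction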;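 further: plate controls were neutral control wells without compound for no effect and CRF at EC100 for full effect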
Numbers without * were called inactive; / = no result given.

nr	SMILES	CRFBP-R2 block	pCIP destab	CHRM4 PAM	IDE cell activ	PHOSPHO1 inh	IDE inh	GalR3 antag	MEKK3 PB1 HTS	CRFR2-BP ag
1	NC(Cc1ccccc1)C(=O)N1CCCCC1 (stereo unspecified)	5	-2	0	4	48	-18	-5	106	-0.1
2	O=C(NCCS(=O)(=O)c1ccc(Br)cc1)c1ccccc1Cl	71*	7	10	9	33	2	-1	95	-3.0
3	CSCCC(NC(=O)c1ccccc1)C(=O)N1CCN(C(c2ccccc2)c2ccccc2)CC1 (stereo unspecified)	-11	-12	12	2	42	1	-3	98	0.9
4	CC(C)(C)n1nnnc1C(c1ccc(F)cc1)N1CCN(Cc2ccc3c(c2)OCO3)CC1 (stereo unspecified)	-17	0	-6	2	18	3	-7	90	1.1
5	CSc1ncccc1C(=O)NC1CCCc2c1cnn2-c1ccc(C)c(C)c1 (stereo unspecified)	-10	-8	-3	3	38	5	8	103	0.1
6	Nc1cc(N)nc(SCCOc2ccccc2F)n1	-23	12	8	1	22	-3	1	100	1.3
7	O=C(COC(=O)c1cc(S(=O)(=O)N2CCCCC2)ccc1N1CCOCC1)c1ccccc1Cl	18	/	-3	/	/	/	-3	/	-0.2
8	COc1ccc(CN2CCN(C(=O)C3CCN(C(=O)Nc4ccccc4)CC3)CC2)cc1OC	-1	/	7	1	/	-1	-4	/	-0.6
9	COc1cccc(C(=S)N2CCCC2)c1OC	20	-10	-2	0	-26	-1	-4	101	-2.7
10	COCCNC(=O)c1cnn2c(C(F)F)cc(-c3ccccc3)nc12	-11	-12	0	0	15	-4	-3	101	-0.3
11	O=C(c1cc2c(s1)CCCC2)N1CCN(Cc2ccc3c(c2)OCO3)CC1	12	-14	10	-3	-6	-7	-4	104	0.1
12	O=C(O)c1ccccc1N1C(=O)C2C3c4ccccc4C(Br)(c4ccccc43)C2C1=O (stereo unspecified)	4	-4	2	6	5	3	-1	99	-0.7
13	O=c1c(Cc2ccccc2)c(O)c2cccc3c4c(n1c23)CCCC4	-10	-3	-9	1	37	3	-7	97	-1.2
14	CN(CC(=O)Nc1ccccc1Br)C(=O)c1cccnc1Nc1cccc(C(F)(F)F)c1	-43	-6	2	2	5	4	-1	101	2.6
15	CNC(=O)C(C)NS(=O)(=O)c1ccc(F)cc1 (stereo unspecified)	-22	-23	-2	4	-15	-1	-7	101	-2.5
16	Cc1cccc(NC(=O)c2ccc3nccnc3c2)c1C	0	-10	-1	6	22	0	-6	101	0.7
17	C#CCOCCOCCOCCNc1nc(N2CCN(C(=O)Cn3cc(CCO)nn3)CC2)nc(N2CCN(C(=O)Cn3cc(CCO)nn3)CC2)n1	-5	/	-1	2	/	/	-3	/	0.1
18	COC(=O)/C=C(\C)NC(=O)c1ccc(F)cc1	16	-6	8	-3	-21	4	3	106	-2.4
19	COc1ccccc1NC(=O)c1ccccc1C(=O)O	32	14	-1	6	-6	5	6	96	0.2
20	Brc1ccc(/C=C/C=N/Nc2nc3ccccc3s2)cc1	-19	-10	-5	-4	-111	0	-6	99	-1.3
21	CN(C(=O)CSc1nc2ccccc2c(=O)n1-c1ccccc1Cl)C1CCS(=O)(=O)C1 (stereo unspecified)	-1	/	2	1	/	3	-7	/	-1.1
22	CSc1ccc(C2NC(=O)CCC2[N+](=O)[O-])cc1 (stereo unspecified)	15	-2	2	5	9	/	-7	97	1.8
23	COc1ccc(C)cc1S(=O)(=O)N1CCc2ccccc2C1	-21	-8	0	2	29	-1	-10	101	5.3
24	COc1ccccc1N1CCN(/N=C/C=C/c2ccccc2[N+](=O)[O-])CC1	10	-11	-6	9	8	5	-3	101	-0.9
25	CS(=O)(=O)c1nncn1-c1ccccc1	-4	0	-5	9	-5	2	-1	108	0.7
26	O=C(C=Cc1ccccc1)c1cc(Br)ccc1O	-10	/	4	1	/	/	-6	/	-3.1
27	O=C(CSC1=NS(=O)(=O)c2ccccc2N1)c1ccccc1	0	/	-1	5	/	-6	-6	/	-1.3
28	Cc1ccc(Cn2c(=O)cc(C(=O)O)c3ccccc32)cc1	2	-8	7	1	7	0	/	106	-2.9
29	CN(C)CCNC(=O)c1ccc(CS(=O)(=O)c2c(Cl)cccc2Cl)o1	22	-12	-4	3	-20	2	0	100	1.3
30	COc1ccc(C(=O)N2CCCC(Nc3ccc(F)c(F)c3)C2)c(OC)n1 (stereo unspecified)	-7	3	0	-4	24	-2	3	105	-0.8
31	CCOC(=O)C(C)Oc1cccc2c(=O)n(CC(=O)NCc3ccccc3)ccc12 (stereo unspecified)	3	-16	-4	6	51	4	-1	100	-3.5
32	COc1ccc2[nH]c(=O)c(CNc3ccc(C)c(C)c3)cc2c1	-4	21	4	-1	26	2	3	108	10
33	CC1=NNC(=O)C1CCC(=O)N/N=C\c1ccccc1[N+](=O)[O-] (stereo unspecified)	11	-7	3	1	22	-2	-5	107	-0.9
34	O=c1c(Cl)c(NCc2ccccc2Cl)cnn1C12CC3CC(CC(C3)C1)C2	-37	-1	0	-30	-13	34*	-2	89	0.7
35	CCCC(=O)N(c1ccc2oc(C)c(C(C)=O)c2c1)S(=O)(=O)c1ccc(C)c([N+](=O)[O-])c1	32	4	6	1	-4	2	0	98	-0.6
36	COc1ccc(C(=O)NCC2CCCO2)cc1S(=O)(=O)NCc1ccc(Cl)cc1 (stereo unspecified)	6	/	7	/	/	/	-7	/	0.7
37	Cc1ccc(S(=O)(=O)N2CCN(CC(O)c3ccccc3)CC2)cc1 (stereo unspecified)	8	3	4	0	5	3	-4	74	-1.0
38	Cc1ncc(CN2CCCC(C(=O)Nc3ccc(-n4ccnc4C)cc3)C2)cn1 (stereo unspecified)	-10	8	-2	1	34	1	-4	106	2.3
39	CCn1nccc1C(=O)Nc1ccc(C(=O)OC(C)C)cc1	-29	-6	-5	2	34	-6	-8	107	2.9
40	NC(=O)NC(=O)COC(=O)c1ccc2noc(-c3ccccc3)c2c1	-8	-8	1	-5	22	1	-6	101	0.8
41	COC(=O)[C@H](C)NC(=O)NCc1ccc(F)cc1	21	1	4	1	24	-2	-4	95	-2.5
42	O=C(CN1C(=O)S/C(=C\c2ccc(F)cc2)C1=O)Nc1cccc(S(=O)(=O)NCc2ccco2)c1	-3	-5	-10	1	17	5	-7	100	0.9
43	O=S(=O)(c1ccc(SCCOc2ccc(Cl)cc2)nc1)N1CCCC1	-3	/	-2	-7	/	-1	-3	/	0.1
44	Cc1noc(C)c1S(=O)(=O)Nc1ccc(C(=O)N2CCC(C)CC2)cc1	/	4	/	/	-26	-6	/	62	/
45	CC1CC(C)CN(C(=S)SCc2nc(N)nc(Nc3ccccc3)n2)C1 (stereo unspecified)	-3	3	-27	-3	12	3	3	109	-0.9
46	COc1ccc(CC(=O)NCC(=O)N/N=C(/C)c2ccco2)cc1	-16	1	1	/	-3	4	-3	103	-0.7
47	O=C(/C=C/c1ccccc1)NCCSCc1ccccc1	7	-7	1	-2	6	0	-1	95	-5.1
48	CC(C)(CC(=O)O)CC(=O)NCc1c(Cl)cccc1Sc1ccc(Cl)cc1	2	6	0	/	-2	-2	-4	101	-0.6
49	COc1cc(OC)cc(-c2cc3ccc(F)cc3cn2)c1	-11	/	6	1	/	0	-3	/	-1.1
50	CC(CN1C(C)CCCC1C)OC(=O)c1ccc(F)cc1 (stereo unspecified)	10	1	-5	2	25	2	-11	103	-0.6
51	COc1ccc(C)cc1NC(=O)CN(c1ccc(F)cc1)S(C)(=O)=O	-2	0	8	7	-22	5	-7	93	-0.7
52	O=C(Nc1nc(-c2ccc(F)c(F)c2)cs1)c1ccc(OCC2CCCO2)cc1 (stereo unspecified)	-25	-5	6	0	-2	4	-7	100	1.6
53	CCOc1cc(/C=N/NC(=O)c2cccnc2)ccc1OCc1ccc(C(=O)OC)o1	7	7	-1	-2	6	-4	-6	102	-0.8
54	O=C(Cc1c(F)cccc1Cl)NCc1cccnc1	-2	8	8	-3	-2	2	-6	99	0.4
55	CC1CCCN(CCCNC(=O)c2ccc(CS(=O)(=O)c3c(Cl)cccc3Cl)o2)C1 (stereo unspecified)	2	-14	-21	7	22	4	-10	104	0.0
56	COc1ccc(NCCC(O)c2ccc(Cl)cc2)cc1 (stereo unspecified)	16	2	-3	6	33	-3	-8	104	-1.6
57	O=C(CN1CCN(C(=O)c2cccc(S(=O)(=O)N3CCCC3)c2)CC1)Nc1ccc(F)cc1	-1	/	-1	-1	/	-5	-6	/	-1.0
58	C=CCn1c(=N)c(C(=O)NCCCOC)cc2c(=O)n3cccc(C)c3nc21	4	-4	5	6	-30	-2	-1	105	-2.8
59	COC(=O)C(C)Sc1snnc1-c1ccccc1 (stereo unspecified)	5	-11	1	2	7	6	-1	98	-0.1
60	O=S1(=O)N=C(SCCO)c2ccccc21	27	-5	-8	2	92*	3	-2	104	3.5

(more compounds)
nr	SMILES	CRFBP-R2 block	pCIP destab	CHRM4 PAM	IDE cell activ	PHOSPHO1 inh	IDE inh	GalR3 antag	MEKK3 PB1 HTS	CRFR2-BP ag
61	CCCOc1ccccc1N/C(=N\S(=O)(=O)c1ccc(C)cc1)Nc1nc(C)cc(C)n1	-1	/	6	7	/	12	3	105	1.1
62	O=C(NCc1nc2ccccc2[nH]1)C1=C[C@H](c2coc3ccccc3c2=O)C[C@H](OCCCCO)O1	-8	/	3	-1	/	4	1	102	-1.6
63	CN1CCCN(C(=O)C2CCCCC2)CC1	16	-2	-8	2	-11	-3	1	99	0.9
64	CCn1c(SCC(=O)NCc2ccccc2)nnc1-c1ccccc1O	4	4	15	-5	11	-2	1	84	-0.6
65	CCN1/C(=C/C(C)=O)Sc2ccc(OC)cc21	14	-21	6	7	2	2	-3	102	-1.2
66	Cc1cc(Sc2nc(NC(C)(C)C)nc(N3CCOCC3)n2)nc(Cl)n1	-26	-9	-5	2	-2	3	1	101	-1.7
67	COc1ccc(C2=NN(C(=O)CCC(=O)O)C(c3ccc([N+](=O)[O-])cc3)C2)cc1 (stereo unspecified)	3	4	0	4	34	/	-4	92	0.4
68	COc1cc(OC)c(C(=O)Nc2ccc(C(=O)c3ccccc3)cc2)cc1OC	-5	-6	-2	1	-6	0	-5	98	-1.1
69	Cc1cccc(Cn2ncc(Cl)c(Cl)c2=O)c1	-70	1	13	2	-14	-1	-8	101	-3.4
70	Cc1cccc(COCC(Cc2ccccc2)N2CCN(C(=O)c3cccc(Cl)c3)CCC2=O)c1 (stereo unspecified)	0	-6	8	4	-9	0	-8	94	-1.4
71	O=C(COc1ccccc1Cl)N(Cc1cccs1)C1CCS(=O)(=O)C1 (stereo unspecified)	0	1	2	-3	-8	0	-8	101	-0.6
72	Nc1ccc2nn(-c3cccc4ccccc34)nc2c1	3	-6	1	4	12	5	-1	89	0.5
73	O=[N+]([O-])c1ccccc1/C=N/n1c(C2CCCCC2)n[nH]c1=S	-43	13	-5	-7	-7	6	-2	100	-2.3
74	CCc1ccccc1NC(=O)CNC(=O)CNC(=O)Cc1ccccc1	13	/	0	5	/	/	-4	/	-0.7

Source: PubChem (several laboratories)
